Bioassay records from PubChem BioAssay.
ERK EGF inh: inhibitors of EGF-stimulated ERK signaling pathway; HEK293-V1b, EGF-stimulated phospho-ERK AlphaScreen; AID 1454; 0.41% of 130,000 active; Potency, µM (highest dose often 11.5 µM), inactives show top-dose activity change, negative = inhibition, usual class: inhibitors; active = well fitted inhibition curve with a large enough effect; inconclusive = small, poorly fitted or top-dose-only effect, or effect the other way;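 note: plate controls were stimulated vehicle wells for no effect and unstimulated vehicle basal for full effect; nearly all actives have a fitted effect of over 55% in size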
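Homogeneous cell-based phospho-ERK assay: HEK293/V1b cells in 1% FBS, compound 30 min then EGF 5 min, AlphaScreen luminescence. Activity normalized between DMSO and 25 nM EGF controls; AC50 from Hill modelling.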
Starred values were filed as active, the others as inactive; ? = inconclusive; & = joins results of further samples; [ ] = remark or other dose. Potency is the fitted concentration of half-maximal effect.

SMILES	ERK EGF inh
CCN(CC)CCNC(C(=O)Nc1cc(C(F)(F)F)ccc1Cl)c1ccccc1 (centres undefined)	3%
O=C(C[n+]1cccc2ccccc21)c1ccccc1	-5%
C=CCc1c(C)nc(-c2ccccc2)nc1N/N=C(\C)c1ccccc1	-5%
FC(F)(F)c1ccncc1-c1nnc(C2CCCCC2)o1	7%[57.5 µM]
COc1ccc(OC)c(-n2nnnc2SCC(=O)Nc2cc(C)ccc2OC)c1	-2%
Cc1ccc(N(C(=O)CS(=O)CC(=O)Nc2ccc(F)cc2)C(C(=O)NC2CCCCC2)c2ccco2)cc1 (centres undefined)	11%
O=C(N/N=C/C=C/c1ccc2c(c1)OCO2)C(O)c1ccccc1 (centres undefined)	-3%[57.5 µM]
CC(C)C(NC(=O)c1ccc2c(c1)OCO2)C(=O)N/N=C/c1cccs1 (centres undefined)	-13%
CC(C)c1ccccc1NC(=O)C1CN(S(=O)(=O)c2ccccc2)CCN1S(=O)(=O)c1ccccc1 (centres undefined)	1%
COc1ccc(C2CC(=O)N(CCCN(C)CCc3ccc(OC)c(OC)c3)C2)cc1 (centres undefined)	-1%
Cc1ccccc1NC(=S)N1CCC(NC(=O)c2ccco2)CC1	-1%
O=c1cc(/N=C/c2coc3c(ccc4ccccc43)c2=O)[nH]c(=S)[nH]1	-2%
Cc1ccc(OCc2nnc(SCC(=O)NCc3ccco3)n2C)cc1	-11%
CCOc1ccc2nc(SC3CC(=O)N(c4cccc(OC)c4)C3=O)sc2c1 (centres undefined)	-3%
COc1cc(/C(C#N)=C/c2ccccc2)c([N+](=O)[O-])cc1OC	0%
c1ccc2cc(CSCc3nc4ccccc4[nH]3)ccc2c1	8%
O=C(/C=C\c1ccco1)Nc1nc(-c2ccccc2)cs1	19%
Cc1cc(C)c(NS(=O)(=O)c2ccc3c(c2)NC(=O)CC(=O)N3)c(C)c1	1%
CCN(CC(=O)Nc1sc2c(c1C#N)CCCC2)CC(=O)NC1CCS(=O)(=O)C1 (centres undefined)	-11%
CC(C)CC1C(C#N)=C(N)OC2=C1C(=O)CC(c1ccccc1)C2 (centres undefined)	7%
COC(=O)/C=C(\C)N=Nc1c(O)[nH]c2ccccc12	30%[57.5 µM]
O=[N+]([O-])/C=C1/CCCCCN1	-6%
O=C(Nc1nc2ccccc2s1)c1ccccc1	-8%
CCOc1ccccc1NC(=O)N1CCN(S(C)(=O)=O)CC1	4%
COc1ccc(C(=O)/C=C/c2ccc(OC)cc2OC)c(O)c1	?

More records follow:
SMILES	ERK EGF inh
Cc1ccc(N=CNc2ccc(C)cc2C)c(C)c1	-23%[57.5 µM]
Cc1cc(NC(=O)CCN2C(=O)/C(=C/c3ccccc3Cl)SC2=S)no1	5%
O=C(O)c1ccc(C2NCC(c3ccccc3Cl)c3c2[nH]c2ccccc32)cc1 (centres undefined)	-5%
Cc1ccc(S(=O)(=O)Nc2nc3ccccc3s2)cc1[N+](=O)[O-]	2%
COc1ccc(/C=N/Nc2ccccn2)cc1O	-8%[57.5 µM]
CCCCCCCCCCCCCCCC[N+](C)(C)CCN(Cc1ccc(OC)cc1)c1ncccn1	-5%[25.7 µM]
CC(C)Sc1nc2ccsc2c(=O)[nH]1	3%
Cc1ccc(S(=O)(=O)c2cc3ccccc3oc2=O)cc1	-4%
NCC1OC(OC2C(N)CC(N)[C@@H](O)[C@@H]2OC2O[C@H](CO)[C@@H](O[C@@H]3OC(CN)C(O)C(O)C3N)C2O)C(N)C(O)C1O (some centres undefined)	13%
O=C(Nc1ncccn1)c1ccc(C(F)(F)F)cc1	0%
Cc1ccc2c(c1)NC(=O)c1cc([N+](=O)[O-])ccc1O2	8%
CCN(CC)CCSc1nnc(Nc2ccccc2)n1-c1ccccc1	-13%
O=C(O)c1cc2nc(-c3ccccc3)cc(-c3ccccc3)n2n1	6%
COc1ccc(CCNC(=O)Cn2nc([N+](=O)[O-])c(Br)c2C)cc1OC	-1%
COCCN(C(=S)Nc1ccccc1OC)C1CCN(C(C)=O)CC1	6%
Cc1cc(-c2ccccc2)nc2cc(C(=O)NCc3ccco3)nn12	3%
COc1ccc(C2NC(c3ccc(OC)cc3OC)C(C)C(=O)C2C)c(OC)c1 (centres undefined)	4%
CCc1nnc(NS(=O)(=O)c2ccc(NC(=O)c3cc(Cl)ccc3Cl)cc2)s1	3%
O=C(c1ccccc1F)N1CCN(c2ccc([N+](=O)[O-])c3ncccc23)CC1	-2%
O=C(NCc1nc2ccccc2[nH]1)C1=C[C@@H](c2ccc(Br)cc2)C[C@@H](OCCCCO)O1	-8%[57.5 µM]
CC1(/[N+]([O-])=C\c2ccccc2F)CCCCC1=O (centres undefined)	-8%[57.5 µM]
CCCCCCC(=O)Oc1ccc(N2C(=O)CCC2=O)cc1	-18%
CC(C)CN(CC(C)C)C(=O)Nc1ccc(F)cc1F	-1%[57.5 µM]
COc1ccc(C2SCCN2S(=O)(=O)c2ccccc2)cc1 (centres undefined)	-4%
Cc1ccc(CNC(=O)CN(Cc2ccccc2)S(C)(=O)=O)cc1	5%

(further entries)
SMILES	ERK EGF inh
CS(=O)(=O)c1ccc2nc(NC(=O)c3ccc(Cl)nc3)sc2c1	-4%
C#Cc1ccc(C(=O)NCc2ccc(N3CCCC3=O)cc2)cc1	28%
COC(=O)c1ccc(-n2cnc3ccccc32)nc1	6%
Cc1ccc(S(=O)(=O)N(C)C)cc1NC(=O)/C=C/c1cccs1	9%
CCOC(=O)C1CCCN(c2oc(-c3ccc(F)cc3)nc2C#N)C1 (centres undefined)	-5%
O=C(Nc1ccc2c(c1)OCCO2)c1ccccn1	-14%
CCN1C(=O)NC(c2cc(Br)ccc2OC)C(C(=O)OC)=C1C (centres undefined)	8%
COc1ccc(/C=N/NC(=O)C(=O)/C=C2\NC3(CCCC3)Cc3ccccc32)cc1	?
CC(C)COc1nc2c(c(=O)n(C)c(=O)n2C)n1C	-14%[57.5 µM]
OCCC1CN(Cc2cccc3nccnc23)CCN1Cc1ccc(F)cc1 (centres undefined)	-11%[57.5 µM]
O=C(/C=C/c1ccc2c(c1)OCO2)Nc1nc2ccc(F)cc2s1	-1%[57.5 µM]
C=CCn1c(C)cc(C2=NNC(=Nc3ccc(C)cc3)SC2)c1C	0%
COC(=O)c1ccc(C(NC(=O)c2ccco2)[C@]2(C)C[C@H]2C2CCCCC2)cc1 (some centres undefined)	7%
O=C(NCCCN1CCOCC1)c1cccnc1SCc1ccccc1Cl	0%
O=C(Nc1ccc(F)cc1)Nc1ccc([N+](=O)[O-])cn1	1%
Fc1ccccc1NC(=S)N1CCC(c2ccccc2)C1 (centres undefined)	-8%
CCCOc1ccc(N2C(=O)CC(SCc3nc4ccccc4[nH]3)C2=O)cc1 (centres undefined)	-3%
O=C(CN1CCN(c2nc(-c3ccccc3)cs2)CC1)NNC(=O)c1ccco1	-4%
O=C(/N=C1/c2ccccc2CN1c1ccccc1)Nc1ccccc1	-5%
O=C(NCC1CCCO1)/C(=C/c1ccccc1)NC(=O)c1ccccc1 (centres undefined)	-10%
Cc1ccc(Nc2c(-c3ccccn3)nc3ccc(C)cn23)cc1	2%
CC(O)c1nc2ccccc2n1Cc1ccc([N+](=O)[O-])cc1 (centres undefined)	-6%
Cc1ccc(S(=O)(=O)N2CCOC2CNC(=O)C(=O)NCCc2c[nH]c3ccccc23)cc1 (centres undefined)	?
NC1=NC(=Nc2cccc(S(N)(=O)=O)c2)c2ccccc21	-16%[57.5 µM]
Cc1ccc(C(=O)N2CC(C)SC2=Nc2cccc(S(=O)(=O)N(C)C)c2)cc1 (centres undefined)	-8%

3 structures out of the list, ordered by molar mass, lowest first.
SMILES	ERK EGF inh
Cc1ccc(Nc2c(-c3ccccn3)nc3ccc(C)cn23)cc1	2%
CCOC(=O)C1CCCN(c2oc(-c3ccc(F)cc3)nc2C#N)C1 (centres undefined)	-5%
Cc1ccc(S(=O)(=O)N2CCOC2CNC(=O)C(=O)NCCc2c[nH]c3ccccc23)cc1 (centres undefined)	?

The listing continues.
SMILES	ERK EGF inh
COc1ccc(OCCC(=O)NC2CCCCC2)cc1	2%
COc1cc(CN(C2CCCCC2C)S(=O)(=O)c2ccc(S(=O)(=O)NC3CC3)cc2)cc(OC)c1OC (centres undefined)	3%
C=CCOc1ccc(CNc2nccs2)cc1OC	-13%
CC(NC(=O)Cc1ccccc1F)c1ccc(F)cc1 (centres undefined)	-4%
CCCCNC(=O)CCC(=O)NNc1nc2ccccc2c2nc(C)nn12	0%
COc1cccc(CNCC(=O)Nc2ccc(N3CCOCC3)cc2)c1	7%
C[C@H](CS)C(=O)N1CCC[C@H]1C(=O)O	-15%[57.5 µM]
COc1cccc(CNC(=O)CCC2CCCN(C(=O)c3cc(C4CC4)[nH]n3)C2)c1 (centres undefined)	-3%[57.5 µM]
Cc1cc(Nc2ccc(C)c(Br)c2)n2nc(C)nc2n1	5%
Nc1nc2nc(-c3ccc(F)cc3)cc(C(F)(F)F)n2n1	-3%
CCOC(=O)C1C(c2cccnc2)NC(=O)NC1(O)C(F)(F)F (centres undefined)	8%
O=C(COC(=O)CC1CCCC1)Nc1ccc(OC(F)F)cc1	-1%
Cc1ccc(/C=N/NC(=O)c2cccc(S(=O)(=O)Nc3cccc(Cl)c3)c2)o1	-3%
O=C1c2ccccc2C(=O)N1CCCCSc1nc2ccccc2c(=O)n1CCCN1CCOCC1	7%
CCn1c(O)c(/C=N/NC(=O)c2ccncc2)c(=O)n(CC)c1=S	15%
CSCCC(NS(=O)(=O)c1ccc(Cl)cc1)C(=O)OCc1cccc(Cl)c1 (centres undefined)	1%
COCCSc1nnc(NC(=O)c2ccc(OC)c([N+](=O)[O-])c2)s1	-2%
COC(=O)C1=C(C)N(c2ccc(Cl)cc2)/C(=C/c2cccs2)C1=O	-7%
CCOc1cc(/C=N/NC(=O)c2ccncc2)ccc1OS(C)(=O)=O	4%
N#CCCn1cc(/C=N/O)c(-c2cccc([N+](=O)[O-])c2)n1	5%
C[C@@H](O)CCC[C@H](O)/C=C/[C@H]1[C@H](O)CC(=O)[C@@H]1C/C=C\CCCC(=O)O	-10%
Cc1cc(S(N)(=O)=O)c(N)c(S(N)(=O)=O)c1	-1%[57.5 µM]
CN(C)S(=O)(=O)c1ccc(NC(=O)CN2CCCc3ccccc32)cc1	5%
O=C(Nc1nc2c(F)cc(F)cc2s1)C1COc2ccccc2O1 (centres undefined)	9%[57.5 µM]
Cc1cccc(OC2CCN(Cc3c(C(=O)N4CCCC4)nc4ccccn34)CC2)c1	-14%

(more compounds)
SMILES	ERK EGF inh
CC(C)n1c(S(=O)(=O)O)nc2ccccc21	-4%[57.5 µM]
Nc1nnc(SCC(=O)N2CCc3ccccc3C2)s1	-3%
Cc1ccc(-c2nn(-c3ccccc3)c3[nH]c(=O)c(CNCc4ccccc4)cc23)cc1	2%
c1ccc(CCNc2ncnc3c2cnn3-c2ccccc2)cc1	2%
CCCCNC(=O)CSc1nc(O)cc(=O)n1C1CCCC1	-5%
CCOC(=O)C1NN=C(C(=O)c2ccc(C)cc2)C1c1ccc(C)cc1 (centres undefined)	3%
C[C@@H](C(=O)NCCF)[C@H]1C[C@]1(C)[C@H](NC(=O)OCc1ccccc1)c1ccccc1	-4%
O=C(c1cccc(F)c1)N1CCC(c2nc3ccccc3s2)CC1	-2%
Cc1ccc(NS(=O)(=O)c2sc3ccc(Cl)cc3c2C)cc1	-4%[57.5 µM]
CC1=C(C#N)C(c2ccc(O)cc2)C2=C(CC(C)(C)CC2=O)N1 (centres undefined)	-6%
C=CCc1ccc(O)c(OC)c1	-3%&-3%
S=C1NC[C@H](Cc2ccccc2)N1CCCCC1CCCCC1	2%[57.5 µM]
CS(=O)(=O)N1CCN(c2ccccc2NC(=S)NC(=O)c2ccccc2[N+](=O)[O-])CC1	2%
COc1cccc(-c2nc(CCl)cs2)c1OC	-6%
O=C(OC1CCOC1=O)c1cc(-c2cccc(Br)c2)nc2ccccc12 (centres undefined)	-6%
CC(=O)c1ccc(N2CCN(C(=O)Cc3n[nH]c(=O)c4ccccc34)CC2)cc1	-8%

Structures listed so far that have fluorine, in the order listed:
SMILES	ERK EGF inh
CCN(CC)CCNC(C(=O)Nc1cc(C(F)(F)F)ccc1Cl)c1ccccc1 (centres undefined)	3%
FC(F)(F)c1ccncc1-c1nnc(C2CCCCC2)o1	7%[57.5 µM]
Cc1ccc(N(C(=O)CS(=O)CC(=O)Nc2ccc(F)cc2)C(C(=O)NC2CCCCC2)c2ccco2)cc1 (centres undefined)	11%
O=C(Nc1ncccn1)c1ccc(C(F)(F)F)cc1	0%
O=C(c1ccccc1F)N1CCN(c2ccc([N+](=O)[O-])c3ncccc23)CC1	-2%
CC1(/[N+]([O-])=C\c2ccccc2F)CCCCC1=O (centres undefined)	-8%[57.5 µM]
CC(C)CN(CC(C)C)C(=O)Nc1ccc(F)cc1F	-1%[57.5 µM]
CCOC(=O)C1CCCN(c2oc(-c3ccc(F)cc3)nc2C#N)C1 (centres undefined)	-5%
OCCC1CN(Cc2cccc3nccnc23)CCN1Cc1ccc(F)cc1 (centres undefined)	-11%[57.5 µM]
O=C(/C=C/c1ccc2c(c1)OCO2)Nc1nc2ccc(F)cc2s1	-1%[57.5 µM]
O=C(Nc1ccc(F)cc1)Nc1ccc([N+](=O)[O-])cn1	1%
Fc1ccccc1NC(=S)N1CCC(c2ccccc2)C1 (centres undefined)	-8%
CC(NC(=O)Cc1ccccc1F)c1ccc(F)cc1 (centres undefined)	-4%
Nc1nc2nc(-c3ccc(F)cc3)cc(C(F)(F)F)n2n1	-3%
CCOC(=O)C1C(c2cccnc2)NC(=O)NC1(O)C(F)(F)F (centres undefined)	8%
O=C(COC(=O)CC1CCCC1)Nc1ccc(OC(F)F)cc1	-1%
O=C(Nc1nc2c(F)cc(F)cc2s1)C1COc2ccccc2O1 (centres undefined)	9%[57.5 µM]
C[C@@H](C(=O)NCCF)[C@H]1C[C@]1(C)[C@H](NC(=O)OCc1ccccc1)c1ccccc1	-4%
O=C(c1cccc(F)c1)N1CCC(c2nc3ccccc3s2)CC1	-2%

An excerpt, so the mix of outcomes need not match the whole.
